OXTR agonist: human OXTR agonists, primary screen, fluorescence, CHO-OTR cells, Fluo-8 calcium. Oxytocin receptor (Homo sapiens), P30559. Fluo-8 calcium fluorescence; normalized: DMSO 0%, oxytocin 100%. activation, % at 3 µM. 320,000 compounds, 0.32% hits;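 active = activation above the mean of all tested compounds plus 3 SD, cutoff set per screening run, cut at about 20% in these data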;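 note: peak over basal fluorescence ratio from a 100 s FLIPR kinetic read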
Target sequence (P30559 whole entry, looked up): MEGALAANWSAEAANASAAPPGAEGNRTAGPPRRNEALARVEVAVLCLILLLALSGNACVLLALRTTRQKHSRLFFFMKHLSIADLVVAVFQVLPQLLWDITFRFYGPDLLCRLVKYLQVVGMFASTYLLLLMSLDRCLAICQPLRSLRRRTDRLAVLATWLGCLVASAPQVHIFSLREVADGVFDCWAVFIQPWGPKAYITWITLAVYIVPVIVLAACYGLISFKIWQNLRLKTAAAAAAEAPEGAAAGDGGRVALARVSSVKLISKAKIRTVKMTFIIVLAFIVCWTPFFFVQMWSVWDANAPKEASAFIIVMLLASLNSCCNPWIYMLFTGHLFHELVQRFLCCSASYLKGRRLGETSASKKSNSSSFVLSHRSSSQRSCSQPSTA
GalR3 antagonist: GalR3 antagonists in HEK293 cells, primary screen, cell-based, fluorescence readout; Galanin receptor type 3 (Homo sapiens), O60755; HEK293 GalR3-CNG cAMP membrane potential fluorescence; galR3 body fused to GalR1 C-terminus; inhibition, % at 3 µM; 360,000 compounds, 0.44% hits; AID 651719, 2012;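 active = inhibition above the screen-wide average plus 3 SD, cut at about 13% in these data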;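 note: forskolin and galanin both at EC90 stimulate the cells; cAMP rise reported by CNG channel membrane potential dye signal; 0% = forskolin plus galanin with DMSO and 100% = forskolin alone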
IMP-1 inh: IMP-1 metallo-beta-lactamase inhibitors, primary screen, biochemical, epi-absorbance readout, Pseudomonas aeruginosa enzyme. AID 1556, 2009. 290,000 compounds, 0.45% hits. purified IMP-1, nitrocefin hydrolysis, epi-absorbance fluorescence. metallo-beta-lactamase IMP-1 (Pseudomonas aeruginosa). inhibition, % at 5.6 µM;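 active = inhibition above the mean plus 3 SD of all compounds in the same screening run, cut at about 4.5% in these data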;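 note: 0% = IMP-1 with DMSO and 100% = DMSO wells lacking enzyme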
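Material – recombinant IMP-1 enzyme, purified · Amount – IMP-1 0.2 nM before substrate addition · Medium – HEPES buffer pH 7.1 with ZnSO4 and Brij 35 · Timing – 25 °C, 15 min preincubation, 25 min reaction · Measured by – plate fluorescence quenching by hydrolysis product, ex 480/em 530 nm · Read-out – percent enzyme inhibition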
GPR7 antag: GPR7 receptor antagonists, primary screen, cell-based, fluorescence, single concentration | Neuropeptides B/W receptor type 1 (Homo sapiens), P48145 | GPR7-expressing cells, fluorescence antagonist assay | inhibition, % at 4.4 µM | 290,000 compounds, 1.1% hits; in the data active = inhibition above about 16%, passing the limit was not always enough;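 note: cells stimulated with the agonist NPW; 0% = agonist with vehicle and 100% = vehicle without agonist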
V1R ag counter: agonists of human V1a receptor, primary screen, counter-screen for OXTR agonist project, fluorescence, CHO-V1R cells. Vasopressin V1a receptor (Homo sapiens), P37288. Fluo-8 calcium fluorescence, agonist mode; 0% DMSO, 100% 3 nM vasopressin. activation, % at 3 µM. 320,000 compounds, 0.25% hits;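 active = activation above the mean activation of all tested compounds plus 3 SD, per screening run, cut at about 20% in these data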;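 note: signal is peak over basal fluorescence ratio across a 100 second FLIPR read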
Target sequence (P37288 whole entry, looked up): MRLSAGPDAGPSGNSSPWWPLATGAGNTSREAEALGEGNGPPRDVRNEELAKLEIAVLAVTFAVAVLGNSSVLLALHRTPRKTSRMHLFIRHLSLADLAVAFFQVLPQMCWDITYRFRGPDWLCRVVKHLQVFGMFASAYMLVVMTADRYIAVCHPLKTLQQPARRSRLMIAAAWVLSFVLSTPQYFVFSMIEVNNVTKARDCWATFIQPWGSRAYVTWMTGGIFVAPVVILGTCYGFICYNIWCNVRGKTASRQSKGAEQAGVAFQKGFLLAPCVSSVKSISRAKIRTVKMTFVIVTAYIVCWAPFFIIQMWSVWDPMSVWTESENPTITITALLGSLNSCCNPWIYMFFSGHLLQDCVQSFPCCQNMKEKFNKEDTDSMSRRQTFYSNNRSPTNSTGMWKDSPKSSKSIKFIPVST
PHOSPHO1 block: PubChem AID 1565; recombinant PHOSPHO1, absorbance phosphatase assay; inhibition, % at 13.3 µM; 290,000 compounds, 1.1% hits; in the data active = inhibition above about 60%
Target sequence (Q8TCT1 whole entry, looked up): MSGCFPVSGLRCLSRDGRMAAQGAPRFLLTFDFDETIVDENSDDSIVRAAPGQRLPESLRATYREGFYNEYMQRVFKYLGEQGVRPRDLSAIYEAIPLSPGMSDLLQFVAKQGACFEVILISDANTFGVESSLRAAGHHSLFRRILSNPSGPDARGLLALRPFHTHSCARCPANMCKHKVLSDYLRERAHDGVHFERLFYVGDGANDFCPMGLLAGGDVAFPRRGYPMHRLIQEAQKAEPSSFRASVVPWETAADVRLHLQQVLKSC
FID counter: compounds displacing fluorescent DNA intercalator, primary screen, artefact control for HCV NS3 helicase inhibitor project, biochemical, FID fluorescence; DNA fluorescent intercalator displacement; inhibition, % at 7.9 µM; 290,000 compounds, 0.17% hits; in the data active = inhibition above about 37%;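 note: 0% = vehicle and 100% = reference compound; higher means more ethidium bromide displaced from hairpin DNA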
VIM-2 inhibitor: VIM-2 metallo-beta-lactamase inhibitors, primary screen, biochemical, epi-absorbance readout, Pseudomonas aeruginosa enzyme; purified VIM-2, nitrocefin hydrolysis, epi-absorbance fluorescence; inhibition, % at 5.6 µM; 290,000 compounds, 0.89% hits;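 active = inhibition above the mean of all tested compounds plus 3 SD, cutoff set per screening run, cut at about 7.5% in these data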;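 note: red hydrolysis product quenches plate fluorescence so inhibitors raise well fluorescence; 0% = enzyme with DMSO and 100% = DMSO without enzyme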
NS3 helicase inh: inhibitors of HCV NS3 helicase, primary screen, biochemical, Cy5 molecular beacon fluorescence; Hepatitis C virus NS3 helicase; NS3 helicase DNA unwinding; inhibition, % at 10.9 µM; 290,000 compounds, 0.56% hits; AID 1800, 2009;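 active = inhibition above the mean of all tested compounds plus 3 SD, set per campaign, cut at about 35% in these data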;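 note: 0% = DMSO wells and 100% = thioflavine S control wells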
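Material: hepatitis C virus NS3 helicase domain fragment enzyme; measured by: Cy5 fluorescence, 0 and 60 min reads; control set: DMSO and thioflavine S; incubation: 60 min unwinding reaction at 25 °C after ATP addition; read-out basis: % inhibition from 60/0 min fluorescence ratio, DMSO 0%, thioflavine S 100%; repeats: singlicate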
* = called active by the depositor; . = not tested or not shown.

Order of results: FID counter	GPR7 antag	NS3 helicase inh	PHOSPHO1 block	IMP-1 inh	VIM-2 inhibitor	GalR3 antagonist	OXTR agonist	V1R ag counter
> COc1ccccc1CN1CC(C(=O)NCCN2CCNC2=O)CCC1=O (stereo not given)
 : 0	2	-1	-16	-0.9	-0.9	-8	0.5	0.6
> O=C(O)c1cccc(S(=O)(=O)N2CCc3ccccc3C2)c1
 : -6	-15	0	35	-0.4	-2.0	-9	-0.2	0.6
> COc1ccccc1NC(=O)Cn1c(=O)oc2ccccc21
 : -3	-3	6	-6	-0.2	-0.7	-4	0.5	1.0
> Cc1ccc(N=Nc2ccc(N)cc2C)c(S(N)(=O)=O)c1
 : 0	-9	2	42	-4.0	-0.6	-12	0.4	1.6
> CCCSc1cc(N)cc([N+](=O)[O-])c1
 : 14	-9	9	-4	-0.4	0.2	-3	-2.2	-0.3
> Cc1ccc(-c2csc(NC(=O)C3=COCCO3)n2)cc1
 : -7	-8	8	-21	-2.2	-2.6	-4	-1.7	-0.3
> COc1cc(NC(=O)CN2C(=O)NC(c3ccccc3)(c3ccccc3)C2=O)c(C)cc1[N+](=O)[O-]
 : 2	-6	-17	6	-2.6	-3.0	-2	-0.9	0.9
> CCOC(=O)c1c(NC(=O)C2CCCO2)sc(C(N)=O)c1C (stereo not given)
 : -13	-4	-4	16	-3.4	1.2	3	-1.4	2.0
> CC(=NCCc1ccccc1)C1=C(O)CCC1=O
 : 0	-2	-12	9	-5.5	-3.5	-1	-0.1	0.6
> CC(C)CCc1c(O)nc(SCC(=O)N2CCCCCC2)[nH]c1=O
 : -14	-3	5	7	-3.0	-1.1	-8	0.0	-0.6
> COc1ccc(NS(=O)(=O)c2ccc(C)c(NC(=O)NC3CCCCC3)c2)cc1
 : -16	2	-7	2	-1.0	-0.2	-1	-0.9	1.2
> CC1=CC(C)(C)N2C(=O)C3(NCCc4c3[nH]c3ccccc43)c3cccc1c32 (stereo not given)
 : -3	2	-5	16	-2.5	-5.2	-2	-2.1	-1.2
> CC(=O)Nc1cccc(C(=O)NC2CCCc3c2cnn3-c2cc(C)cc(C)c2)c1 (stereo not given)
 : -36	-2	-11	46	-0.1	3.4	2	-1.8	0.6
> CC(C)(C)c1cc(NS(=O)(=O)c2ccc3c(c2)OCCO3)on1
 : -2	-13	4	10	-1.5	1.9	-2	-1.3	-0.2
> CCC(NC(=O)c1ccccc1NC(=O)c1ccccc1)C(=O)O (stereo not given)
 : -9	-10	6	31	-2.8	-3.2	2	0.4	0.4
> CCn1ccc(C(=O)NC2=C(C#N)CCC2)n1
 : 6	-21	-6	2	-0.3	-1.9	-5	-0.3	0.8
> O=C(OCc1cc(=O)n2c(n1)sc1ccccc12)c1cccc(O)c1
 : -3	-9	10	-4	-0.6	2.1	0	-0.3	1.6
> c1ccc(-c2nnc3sc(Cc4cccs4)nn23)cc1
 : -15	4	-6	2	-6.0	-3.4	-4	-1.5	-0.9
> CC(C)(C)NC(=O)C1Cc2ccccc2CN1 (stereo not given)
 : -3	-1	14	20	-2.7	-0.3	-2	0.5	0.3
> CCOC(=O)N1CCN(C(=O)c2cc(COc3cccc(C(F)(F)F)c3)on2)CC1
 : -48	-13	-10	23	-2.7	2.4	0	1.0	6.3
> O=C(CSc1nccc(=O)[nH]1)Nc1cccc(S(=O)(=O)N2CCOCC2)c1
 : -2	-10	10	-13	-1.9	0.2	31*	0.9	1.0
> COc1ccc(CNC(=O)C(C)N(Cc2ccco2)C(=O)c2snc(C(N)=O)c2N)cc1 (stereo not given)
 : -19	2	2	16	-2.2	-2.0	-1	1.1	1.2
> Cc1c(C(=O)NCc2ccccn2)oc2ccc(S(=O)(=O)N3CCOCC3)cc12
 : -15	3	-10	34	-1.2	0.3	-5	1.7	0.5
> COc1ccc(/C=N/NC(=O)CCn2nc(C)cc2C)cc1
 : -16	-16	2	11	-4.8	-3.6	3	-1.1	-1.6
> O=[N+]([O-])c1cc(S(=O)(=O)Nc2ccccc2)ccc1-n1nnc2ccccc21
 : 7	2	-4	-5	-1.0	-4.4	6	6.3	9.6
> Fc1ccc(C(CCCn2nnc(-c3cccnc3)n2)c2ccc(F)cc2)cc1
 : -17	3	-18	16	-2.4	-3.4	-3	-0.7	2.9
> COc1ccc(/C=N/n2c(-c3ccc(C)cc3)n[nH]c2=S)cc1OC
 : -16	-13	1	12	-5.7	-5.6	0	-2.5	-0.2
> CN(C)S(=O)(=O)c1ccc(C(=O)NCCS(=O)(=O)N2CCN(c3ccc(F)cc3)CC2)cc1
 : -26	-4	-6	44	-1.6	-4.8	-1	8.7	9.9
> O=C(CNC(=O)c1ccc(Br)cc1)OCc1cc([N+](=O)[O-])cc2c1OCOC2
 : 1	2	-2	68*	0.6	-3.2	-3	-2.7	-1.1
> CN(c1ccc(C(=O)NCCSCc2ccc(Cl)cc2)cc1)S(=O)(=O)c1ccccc1
 : -5	10	-17	-20	-2.7	-1.8	2	0.6	3.3
> Cc1cc(Nc2ccc(N(C)C)cc2)n2ncnc2n1
 : -3	-15	2	35	-3.5	6.1	5	-0.5	-0.8
> CCCOc1ccc(-c2c(C(=O)N/N=C/C3CC=CCC3)nnn2-c2nonc2N)cc1 (stereo not given)
 : -14	-8	-17	22	-0.7	-2.0	0	1.0	0.3
> O=C(Nc1ccccc1)C1C2CCC3C(CCC21)C3(Cl)Cl (stereo not given)
 : -6	7	6	4	-2.7	-1.7	-6	-2.1	-0.4
> Fc1ccccc1COc1ccc(Br)cc1CNCC1CCCO1 (stereo not given)
 : 16	15	-5	42	-1.5	-3.4	-14	2.1	1.6
> Cc1ccc(S(=O)(=O)Nc2ccc(Br)cc2C(NCC(=O)O)c2ccccc2)cc1 (stereo not given)
 : -19	-4	-6	18	-1.0	-0.4	4	-1.8	0.1
> CC(=O)N1CCN(CC(O)Cn2c3ccccc3c3ccccc32)CC1 (stereo not given)
 : -12	-8	-6	30	-2.3	-1.1	-9	-0.4	0.5
> Cc1oncc1C(=O)NC1CCCCC1
 : 3	-7	0	50	-3.2	-2.0	-4	1.0	0.9
> CCCn1ncc(CN2CCC(CO)(Cc3ccc(OC)cc3)CC2)c1C
 : 3	-11	7	-16	-2.5	-3.2	4	0.1	1.0
> O=C(CC1SC(=O)N(Cc2cccc3ccccc23)C1=O)Nc1nccs1 (stereo not given)
 : 2	10	-12	40	-1.6	-1.9	-5	1.1	0.7
> COCCNC(=O)CN(C(=O)CCC(=O)Nc1ccccn1)c1ccc(C)cc1
 : -25	2	9	.	-3.4	0.1	-1	-1.2	-0.2
> CCN1CCN(C(c2cccs2)C(C)NS(=O)(=O)c2ccc(C)cc2)CC1 (stereo not given)
 : 16	-5	1	-7	-3.0	-3.0	-1	0.2	0.4
> Cc1noc(C)c1C(=O)OCC(=O)Nc1cccc(S(=O)(=O)N(C)C)c1
 : -3	-7	3	-4	-3.3	-0.7	-4	1.7	0.8
> COc1ccc(OC)c(C(=O)CN2CCN(S(=O)(=O)c3ccc(Br)cc3)CC2)c1
 : 1	-2	7	14	-2.9	-2.0	0	0.4	1.4
> CCOc1ccc(C(=O)Nc2ccc(N3CCN(C(C)=O)CC3)cc2)cc1[N+](=O)[O-]
 : -14	-8	-6	8	-1.9	-1.1	-6	0.7	0.5
> O=C(Cn1cnc2cc([N+](=O)[O-])ccc2c1=O)Nc1ccccc1Cl
 : 2	-13	9	29	-1.3	-1.6	6	-1.7	0.9
> Cn1c2ccc(F)cc2c2ncn(CCN3CCOCC3)c(=O)c21
 : -9	-5	1	7	-1.5	3.5	-1	-0.5	-0.4
> Cc1c(OC(C)C(=O)NCCCn2ccnc2)ccc2c3c(c(=O)oc12)CCC3 (stereo not given)
 : 0	-15	-1	40	-2.9	49*	2	1.2	-0.4
> COc1ccc(NC(=O)CSc2nnc(NC(C)=O)s2)c([N+](=O)[O-])c1
 : 0	-5	6	28	-1.8	0.7	-6	0.4	1.1
> Cc1cc(C)nc(-n2nc(C)cc2NC(=O)CNC(C)c2ccccc2)n1 (stereo not given)
 : -11	-2	0	35	-2.5	-1.9	-2	0.3	4.9
> Cc1ccccc1OCCC(=O)N(Cc1ccccc1)c1c(N)n(Cc2ccccc2)c(=O)[nH]c1=O
 : -39	-1	-10	13	0.6	-0.6	-3	-0.8	1.4
> CN(Cc1c(C(=O)N/N=C/c2ccccc2F)nnn1-c1nonc1N)c1ccccc1
 : -32	-14	-12	-2	-1.0	-1.8	-8	1.0	5.8
> COc1ccc(NC(=O)c2cc(S(=O)(=O)N3CCCCC3)c[nH]2)cc1Cl
 : -27	-4	-4	5	-3.6	-2.6	0	0.3	1.2
> CC(C)Cn1[nH]c2c3c(ccc2c1=O)C(=O)c1ccccc1C3=O
 : 9	-1	-1	34	-2.7	-5.9	.	-1.6	-2.0
> CCC(CC)c1nnc(NC(=O)c2cccnc2SC)s1
 : -25	-8	6	1	-1.8	-0.2	-6	-1.8	-0.4
> COc1cccc(C(=O)Nc2cc(=O)n(C)c(=O)n2C)c1
 : .	.	.	13	.	.	-2	0.5	0.1
> O=[N+]([O-])c1cccc(-c2nn(-c3ccccc3)cc2CO)c1
 : 2	-3	-3	.	-2.0	-1.5	-10	0.0	1.5
> Cc1nnc(N2C(=O)C(=O)/C(=C(\O)c3ccc4c(c3)CC(C)O4)C2c2ccccc2)s1 (stereo not given)
 : -45	3	9	22	-1.0	0.8	8	-2.3	-0.3
> COc1ccc(N2CCN(C(=O)CNS(=O)(=O)c3ccc(Br)s3)CC2)cc1
 : -36	-5	1	19	-4.5	-4.4	-10	1.6	3.8
> O=C(Cc1ccc(Cl)cc1)Nc1ccc(CN2CCCCC2)cc1
 : 12	-10	2	-10	-0.6	-3.2	-7	8.2	2.7
> CC(=N/O)/C(=N\O)c1ccc(C)o1
 : 5	2	2	4	-0.6	0.2	-5	1.3	1.3
> COc1ccc(Cl)cc1N(C(=O)c1ccco1)C(C(=O)NC1CCCC1)c1cccnc1 (stereo not given)
 : -39	23*	16	-22	-6.8	0.2	-10	0.3	2.7
> CC(C)c1ccc(CNc2ncc(Br)cn2)cc1
 : -9	-3	2	20	-3.8	-4.5	-8	-2.6	0.4
> CN(C)/C=C/C(=O)c1ccc(Br)cc1
 : -7	-15	7	20	-1.9	-0.8	-3	-0.2	-0.1

Compound activity deposited in PubChem BioAssay by several laboratories.
